Compound activity: PubChem, National Center for Advancing Translational Sciences (NCATS)
12-LOX inh: inhibitors of human 12S-lipoxygenase ALOX12; P18054; purified 12hLO, xylenol orange hydroperoxide absorbance; Potency, µM (doses to about 108 µM), for inactives: top-dose activity change, negative = inhibition, most hits filed as inhibitors; 580,000 compounds, 1.1% hits; AID 1671190; also: % is scaled to controls: 0 for no effect and ±100 for the full control effect
Target sequence (P18054 whole entry, looked up): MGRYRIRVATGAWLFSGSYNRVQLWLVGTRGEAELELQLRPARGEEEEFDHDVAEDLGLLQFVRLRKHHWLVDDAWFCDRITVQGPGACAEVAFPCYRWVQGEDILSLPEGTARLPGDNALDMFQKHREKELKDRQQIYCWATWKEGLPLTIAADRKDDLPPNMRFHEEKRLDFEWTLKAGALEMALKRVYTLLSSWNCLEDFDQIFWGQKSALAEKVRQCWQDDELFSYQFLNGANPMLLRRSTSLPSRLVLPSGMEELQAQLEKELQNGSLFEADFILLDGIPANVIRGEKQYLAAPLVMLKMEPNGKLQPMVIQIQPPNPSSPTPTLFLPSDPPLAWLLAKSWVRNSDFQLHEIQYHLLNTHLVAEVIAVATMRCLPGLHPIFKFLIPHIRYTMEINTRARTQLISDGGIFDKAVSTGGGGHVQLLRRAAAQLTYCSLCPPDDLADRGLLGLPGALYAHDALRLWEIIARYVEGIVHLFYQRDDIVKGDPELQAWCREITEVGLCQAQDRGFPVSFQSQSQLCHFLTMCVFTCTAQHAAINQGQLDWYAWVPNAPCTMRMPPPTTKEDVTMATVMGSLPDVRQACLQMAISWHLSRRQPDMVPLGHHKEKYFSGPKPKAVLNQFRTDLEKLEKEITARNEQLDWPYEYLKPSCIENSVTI
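Hydroperoxide product was detected by ferrous iron/xylenol orange as the 573 to 405 nm absorbance ratio. Arachidonic acid at 40 uM (final) was turned over for 30 min at room temperature by 150 nM human 12hLO, pH 7.0 Hepes buffer, after 15 min compound preincubation.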
TrxR1 inh: inhibitors of rat thioredoxin reductase 1 | recombinant rTrxR1, NADPH fluorescence consumption, selenite substrate | Potency, µM (series often up to 114 µM), for the others: top-dose activity change, negative = inhibition, most hits filed as inhibitors | O89049 | 390,000 compounds, 1% hits; also: % is scaled to controls: 0 for no effect and ±100 for the full control effect; nearly all actives have a fitted effect of over 65% in size
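Rat TrxR1 (90 nM in the dispensed reagent) was pre-reduced with 400 uM NADPH for 5 min at room temperature, then incubated with compound for 15 min. After 400 uM selenite was added, NADPH fluorescence (Ex 340/Em 450 nm) was followed for 8 min.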
RGS4 inh: blocks human RGS4-accelerated GTP hydrolysis. Potency, µM (series often up to 114 µM), for inactives: top-dose activity change, negative = inhibition, hits mostly inhibitors. P49798. 390,000 compounds, 0.039% hits. Transcreener GDP fluorescence polarization, RGS4-accelerated GTP hydrolysis; also: % is scaled to controls: 0 for no effect and ±100 for the full control effect; nearly all actives have a fitted effect of over 75% in size; some results filed as inactive show a strong effect at the top dose
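MLSMR compounds (23 nl, pin-transferred) preincubated 10 min at room temperature with a 500nM (2x) first reagent, then RGS4 at 900nM (2x) plus Transcreener GDP mix added; fluorescence polarization (620/688 nm) read before and after 90 min at 30 °C.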
Tb PGK inh: blocks T. brucei phosphoglycerate kinase | P07378 | 380,000 compounds, 0.043% hits | AID 602233 | PGK/GAPDH coupled, Kinase-Glo luminescence, 60 min | Potency, µM (top dose mostly 57.5 µM), for the others: at the top dose activity change, negative = inhibition, hits mostly inhibitors; also: % is scaled to controls: 0 for no effect and ±100 for the full control effect; nearly all actives have a fitted effect of over 60% in size
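Recombinant glycosomal PGK reaction used 1,3-bisphosphoglycerate generated in-well by GAPDH (100nM final) in 100mM TEA pH 7.6, 5mM MgCl2, 0.01% Tween-20. After 60 minutes at room temperature, ATP was read by Kinase-Glo Plus luminescence end-point.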
Pin1 inhibitor: blocks the human prolyl isomerase Pin1; 390,000 compounds, 0.009% hits; Pin1 FP peptide displacement, HiFluor488, 10 min; Potency, µM (series often up to 115 µM), for inactives: at the highest dose activity, negative = inhibition, most hits filed as inhibitors; Q13526; active = well fitted inhibition curve with a large enough effect in the polarisation, with a control signal flat, not every such curve was filed as active; inconclusive = small, poorly fitted or top-dose-only effect, or effect the other way, or a change in a side signal; inactive = no such curve, though single readings can be large or run the other way; the % refers to the polarisation; also: % is scaled to controls: 0 for no effect and ±100 for the full control effect
Target sequence (Q13526 whole entry, looked up): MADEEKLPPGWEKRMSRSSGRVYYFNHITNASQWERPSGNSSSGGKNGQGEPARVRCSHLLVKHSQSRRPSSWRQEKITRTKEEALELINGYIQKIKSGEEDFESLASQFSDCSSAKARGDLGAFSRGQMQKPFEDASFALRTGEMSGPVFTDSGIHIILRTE
ERG-DNA inh: blocks human ERG Ets domain binding to DNA. fluorescence polarization, His-ERG Ets domain / labelled DNA. Potency, µM (titrated, usually from 76.9 µM), without a hit: at the highest dose FP activity, negative = inhibition, usual class: inhibitors. 370,000 compounds, 0.028% hits. AID 624246; active = well fitted inhibition curve with a large enough effect in the polarisation, with a control signal flat; inconclusive = small, poorly fitted or top-dose-only effect, or effect the other way, or a change in a side signal; inactive = no such curve, though single readings can be large or run the other way; the % refers to the polarisation;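 also: polarization taken with two DNA probes labelled with fluorescein and Texas red; % of control where 0% means no effect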
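His-tagged ERG Ets domain (1 uM in the protein solution; 300mM KCl, 50mM Tris-HCl, 1mM EDTA, 1mM DTT, pH 7.5) received compound, then a probe mix of 5 nM fluorescein-DNA and 100nM Texas-615-DNA. Fluorescence polarization was read for both dyes.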
HP1b binding inh: blocks HP1-beta chromodomain binding to methylated histone tails | AlphaScreen HP1-beta / biotin-H3K9me3 peptide binding | AID 540317 | Potency, µM (doses to about 114 µM), for the others: at the highest dose activity change, negative = inhibition, usual class: inhibitors | P83916 | 390,000 compounds, 0.56% hits; also: nearly all actives have a fitted effect of over 70% in size; inactives centre near 23
Target sequence (P83916 whole entry, looked up): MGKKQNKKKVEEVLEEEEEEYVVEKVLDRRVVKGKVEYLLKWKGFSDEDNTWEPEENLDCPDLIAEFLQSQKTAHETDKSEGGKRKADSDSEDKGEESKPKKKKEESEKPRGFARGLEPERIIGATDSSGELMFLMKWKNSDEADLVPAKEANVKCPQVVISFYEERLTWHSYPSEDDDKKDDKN
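HP1-beta protein (50 nM final) preincubated 30 min at room temperature with biotinylated H3(1-18)K9me3 peptide (50 nM) in PBS pH 7.4, 0.01% Tween-20, then compound added for 30 min. AlphaScreen streptavidin donor/nickel chelate acceptor beads (10 ug/mL final), 30 min dark, luminescence read.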
JMJD2A Tudor inh: inhibitors of human JMJD2A Tudor domain | O75164 | 390,000 compounds, 4.4% hits | AlphaScreen JMJD2A-Tudor / H3K4me3 peptide binding | Potency, µM (top dose mostly 114 µM), for inactives: at the highest dose activity change, negative = inhibition, most hits filed as inhibitors | AID 504339; also: % is scaled to controls: 0 for no effect and ±100 for the full control effect; nearly all actives have a fitted effect of over 50% in size
GLS inh: inhibitors of human glutaminase (GLS) | AID 624170 | O94925 | GLS enzymatic activity, qHTS titration | 410,000 compounds, 0.21% hits | Potency, µM (titrated, usually from 45.5 µM), for inactives: top-dose activity change, negative = inhibition, most hits filed as inhibitors; also: % is scaled to controls: 0 for no effect and ±100 for the full control effect
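hKGA in 45 mM KH2PO4 pH 8.2, 0.02% Tween-20 with pin-transferred compounds; 1 mM L-glutamine (stock) plus glutamate oxidase/HRP/Amplex Red coupling added. Fluorescence read initially and after 30 min at RT.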
* = called active by the depositor; i = inactive; ? = inconclusive; . = no result given; [ ] = another dose, or the depositor's remark. Unless noted, calls follow the shape of the dose curve; as a rule, active = well fitted curve in the direction sought with a large enough effect; inconclusive = small, poorly fitted or top-dose-only effect, or another doubt; inactive = no such curve, though single readings can be large; an effect the other way counts as inactive or inconclusive. Potency is read from the fitted curve at half-maximal effect.

SMILES | ERG-DNA inh | GLS inh | HP1b binding inh | Tb PGK inh | JMJD2A Tudor inh | Pin1 inhibitor | 12-LOX inh | TrxR1 inh | RGS4 inh
Cc1ccnc(NC(=O)c2cc(S(=O)(=O)NCc3ccccc3)ccc2C)c1 | 0% | -1% | 14% | i | -18% | -1% | -59% | 5% | -4%
CCCCN1C(=O)CN(C2CCCCC2)C(=O)C1c1ccc(OC(C)C)c(OC)c1 (stereo unspecified) | -1% | -5% | 45%[activator] | -4% | -2% | -1% | -1% | 7%[57.1 µM] | -15%
O=C(Cn1c(=S)[nH]c2ccccc2c1=O)N1CCc2ccccc2C1 | 2% | -12% | 10% | 2% | -16% | 16% | -5% | -14%[57.1 µM] | 10%
CCN1CCN(CCNC(=O)c2ccc3c(c2)NC(=O)/C(=C\c2ccc(OC)c(OC)c2)S3)CC1 | 8% | -5% | 39% | -5% | 22% | -7% | 0% | 22% | -7%
CC(c1ccccn1)N(CCN(C)C)C(=S)Nc1cccc(F)c1 (stereo unspecified) | 7% | 23% | 14% | 6% | -9% | -13% | . | 11% | 2%
COc1cccc(C(=O)C2CCCN(Cc3cn(CC(N)=O)c4ccccc34)C2)c1 (stereo unspecified) | -5% | 0% | 18% | 2% | -17% | 5% | -25% | 1%[57.1 µM] | 5%
COc1ccc(CCNC(=O)C2CCN(C(=O)c3ccc(F)cc3)CC2)cc1OC | -6% | -1% | 44%[activator] | -7% | -1% | 0% | 5% | 23% | 12%
CN(CC(=O)NCc1ccco1)S(=O)(=O)c1ccc2c(c1)n(C)c(=O)c(=O)n2C | -9% | -2% | 15% | -7% | -17% | 3% | 0% | ? | -3%
CCc1cccc(NC(=O)CCS(=O)(=O)c2cc3c4c(c2)CCN4C(=O)CC3)c1 | 8% | -17% | -5% | -7% | -17% | -3% | -14% | 10%[57.1 µM] | -10%
CCN(CC)CCN1C2=C(C(=O)CC(C)(C)C2)C(c2cccc(F)c2)C2=C1CC(C)(C)CC2=O | 2% | 0% | 65%[activator] | -4% | 4% | -1% | 0% | 21%[57.1 µM] | 6%
CC(=O)c1c(C)[nH]c(C(=O)Nc2ccc3c(c2)OCCO3)c1C | 10% | 1% | 36%[activator] | -5% | -21% | -2% | -4% | 6% | -40%
O=c1c(Cc2ccccc2)c(O)ccn1C1CCCCCCC1 | -4% | 4% | 91%[activator] | i | -16% | 5% | 0% | 15% | 4%[56.9 µM]
COc1ccc(C(=O)C2CCCN(S(=O)(=O)c3cccnc3)C2)c(C)c1 (stereo unspecified) | -12% | 2% | 26% | 6% | -9% | 3% | -12% | 33%[57.1 µM] | 25%
Cc1nn(C(=O)c2ccc(Br)cc2)c(C)c1S(=O)(=O)N1CCOCC1 | -1% | 18% | 24%[57 µM] | -2% | ? | -13% | -11% | ? | -16%
O=C(C1=C(O)C(=O)N(CCN2CCOCC2)C1c1cccc(Br)c1)c1cccs1 (stereo unspecified) | 0% | 2% | 69%[activator] | -7% | -9% | -1% | ? | -24% | -16%[56.9 µM]
CCOC(=O)c1oc2ccccc2c1CN1CCOCC1 | 2% | -1% | 28% | -1% | -31% | -10% | -7% | -14% | -19%
COc1ccccc1NC(=O)Cc1cccs1 | 3% | 3% | 47%[activator] | -10% | -9% | 7% | ? | 10% | 19%
CCCOC(=O)c1ccc(Nc2nc(C)cc(=O)[nH]2)cc1 | 4% | 8% | 10% | -4% | -16% | 13% | -1% | 18% | 1%
COc1ccc(-n2c(C)cc(C(=O)CN3C(=O)NC4(CCCc5sccc54)C3=O)c2C)cc1 (stereo unspecified) | -9% | -3% | 12% | 0% | -35% | 28% | -2% | -4% | -22%
O=C(NCc1ccc(Cl)cc1)c1cccc(NC2=NC3CS(=O)(=O)CC3S2)c1 (stereo unspecified) | -2% | 0% | 40%[activator] | 11% | 0% | 0% | -25% | -4%[57.1 µM] | -28%
COc1cc2nc(CN3CCN(C(C)=O)CC3)[nH]c(=O)c2cc1OC | 1% | -6% | 39%[activator] | -9% | -2% | -4% | -13% | 21%[57.1 µM] | -35%
COCC1CCN(C(=O)C2CCC(=O)N(Cc3ccc(Cl)cc3)C2)CC1 (stereo unspecified) | 2% | 0% | 8% | -10% | -11% | -2% | 0% | 2% | 16%
O=C(COc1ccc(F)cc1)N(Cc1cccc(Br)c1)C1CCS(=O)(=O)C1 (stereo unspecified) | -3% | -20% | -2% | -8% | ? | -4% | 30% | 12% | -1%[11.4 µM]
CC(=O)c1c(C)nc(-c2ccc(OCC(=O)Nc3ccc(F)cc3)cc2)n1O | -1% | 20% | 23% | 1% | -13% | 1% | -12% | 6% | 24%
CC(Oc1ccccc1)C(=O)N/N=C/c1ccccn1 (stereo unspecified) | 0% | -1% | 46%[activator] | i | ? | 1% | 1% | 17% | 18%[11.4 µM]
CC(=O)N1CCOc2ccc(S(=O)(=O)N3CCCC(C)C3)cc21 (stereo unspecified) | 3% | -2% | 31% | 2% | -13% | 4% | 2% | 19% | 20%
COc1ccc(N2C(=O)CC(C)(C)CC2=O)cc1OC | -1% | -9% | 25% | -5% | 18% | -5% | -10% | 21% | -13%
CC1CCCCN1C(=O)CN1C(=O)NC2(CCCCC2C)C1=O (stereo unspecified) | 1%[15.4 µM] | 0% | 11% | -9% | -8% | -5% | -14% | 10% | ?
Cn1c(N)c(C(=O)c2ccc(Cl)cc2)c(=O)n(C)c1=O | 2% | 1% | 61%[activator] | i | -15%[57.1 µM] | -3% | -32% | -9% | -38%
CC(=O)N=Nc1[nH]c(N)c2ccccc12 | -2% | 0% | 12% | -10% | -9% | -3% | -5% | -12% | -5%
COC(=O)c1c(NC(=O)C2CC=CCC2C(=O)O)sc(C(N)=O)c1C (stereo unspecified) | 11% | 10% | 10% | -8% | -24% | 4% | 0% | 16% | -28%
O=C(NCc1cccnc1)c1ccc(-c2cc3ccccc3oc2=O)cc1 | 9% | 1% | 70%[activator] | -3% | -32% | 20% | -9% | 2% | -29%
O=C(NC1CC2CCCC(C1)N2S(=O)(=O)c1ccccc1)c1ccccc1 (stereo unspecified) | -6% | -3% | 9% | -12% | 6%[57.1 µM] | 0% | 11% | 9%[57.1 µM] | 3%[11.4 µM]
C=CCn1c(SCC(=O)Nc2ccc(C(=O)OCC)cc2)nnc1-c1sc(N)nc1C | 2% | 14% | 19% | -10% | -12% | -2% | -13% | 18%[57.1 µM] | 47%
CN(C)S(=O)(=O)c1cccc(COC(=O)C2=COCCO2)c1 | 0% | 3% | 46%[activator] | -1% | -9% | -1% | -21% | 19% | -11%
COc1cccc(NC(=O)c2cc3c(=O)n(C)c4ccccc4c3n2C)c1 | 0% | 5% | 29% | -6% | -1% | -1% | -20% | 28% | -22%
CCOc1ccc(C(C)C)cc1S(=O)(=O)n1ccnc1C | 9% | 6% | -1% | -10% | -4% | -2% | 1% | 13% | 3%
COc1ccc(CCNC(=O)C(=O)Nc2ccc3nc4n(c(=O)c3c2)CCCCC4)cc1OC | 0% | -10% | 57%[activator] | 6% | -2%[11.4 µM] | -4% | 5% | 12% | -23%[11.4 µM]
COc1cc(C(CC(=O)Nc2cc(C)ccc2C)N2Cc3ccccc3C2=O)cc(OC)c1OC (stereo unspecified) | -3% | 0% | 33% | -2% | 0% | -4% | -20% | 9% | 0%
O=C(Cc1ccccc1)Nc1ccc(S(=O)(=O)N2CCCC2)cc1 | -3% | -2% | 2% | 6% | -2% | 0% | 0% | 4%[57.1 µM] | -2%
O=C(NCCc1ccc(Cl)cc1Cl)c1ccc2nc[nH]c2c1 | 0% | -16% | 58%[activator] | -9% | -3% | 7% | 11% | -5% | -13%
COC(=O)C(CC(C)C)NS(=O)(=O)c1cc(Br)ccc1Br (stereo unspecified) | . | . | 30% | . | 6% | -2% | . | 5% | 5%
O=C(Nc1ccc(F)cc1F)c1cc(-c2ccccc2O)no1 | 1% | 2% | 20% | -11% | -17% | 8% | -24% | -12% | 8%
COc1ccc(CC(=O)NNC(=O)c2ccccc2)cc1OC | 10% | 7% | 11% | -2% | -6% | 4% | 3% | 17% | -4%
Cc1ccc(S(=O)(=O)n2cc(CO)c3ccccc32)cc1 | -13% | -9% | 59%[activator] | i | -3% | -3% | ? | 14% | -34%[56.9 µM]
Cc1ccc(C(=O)Nc2ccc(N3CCOCC3)c3nonc23)cc1[N+](=O)[O-] | 9% | 16% | -30% | 0% | ? | -3% | ? | 3% | 0%
O=C(CCCCCN1C(=O)c2cccc3cccc(c23)C1=O)NCCCO | 4% | 23% | 11% | i | -18% | 3% | 0% | 10%[57.1 µM] | 17%
c1nc(NCCN2CCOCC2)c2sc3nc(N4CCOCC4)c4c(c3c2n1)CCC4 | . | -6% | 28% | -10% | -16% | -8% | 0% | -21% | -14%

These rows are one share of the data. The share of hits here may be higher or lower than overall.
